Compound activity (PubChem)
hIAP inh: human IAP inhibitors, primary screen, biochemical, luminescence, uHTS; Intestinal-type alkaline phosphatase (Homo sapiens), P09923; purified IAP, CDP-Star luminescence, 30 min; inhibition, % at 10 µM; hit rate 0.12% among 330,000; AID 2544, 2010;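 active = inhibition reaching a set limit with compound at 10 µM in the primary screen, cut at about 35% in these data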;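 also: plate controls were DMSO wells with enzyme for no effect and no-enzyme buffer wells for full effect; values of inactives mirror those of a sister screen read the other way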
Target sequence (P09923 whole entry, looked up): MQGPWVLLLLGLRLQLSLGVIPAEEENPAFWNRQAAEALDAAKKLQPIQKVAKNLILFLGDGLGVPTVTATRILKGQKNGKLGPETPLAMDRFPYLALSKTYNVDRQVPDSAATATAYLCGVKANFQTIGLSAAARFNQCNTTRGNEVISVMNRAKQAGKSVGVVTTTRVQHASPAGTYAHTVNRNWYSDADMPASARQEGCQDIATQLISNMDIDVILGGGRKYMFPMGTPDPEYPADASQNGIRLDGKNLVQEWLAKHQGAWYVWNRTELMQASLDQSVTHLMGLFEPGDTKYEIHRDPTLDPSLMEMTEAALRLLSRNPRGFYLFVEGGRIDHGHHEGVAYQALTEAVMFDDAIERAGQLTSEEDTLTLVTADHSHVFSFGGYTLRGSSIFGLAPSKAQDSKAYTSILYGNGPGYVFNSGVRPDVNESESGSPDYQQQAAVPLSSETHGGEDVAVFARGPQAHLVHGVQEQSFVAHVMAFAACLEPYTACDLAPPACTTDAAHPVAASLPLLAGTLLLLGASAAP
A3G deaminase: APOBEC3G DNA deaminase inhibitors, primary screen, biochemical, fluorescence, single-stranded DNA substrate, uHTS; DNA dC->dU-editing enzyme APOBEC-3G (Homo sapiens), Q9HC16; recombinant A3G, ssDNA deamination FAM/TAMRA fluorescence; inhibition, % at 20 µM; hit rate 0.28% among 330,000;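 active = inhibition of at least 40% at 20 µM, with no more than 30% in the related APOBEC3A deaminase screen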;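 also: plate controls were DMSO wells with A3G for no effect and wells lacking A3G enzyme for full effect; some compounds called inactive have numbers as strong as hits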
Target sequence (Q9HC16 whole entry, looked up): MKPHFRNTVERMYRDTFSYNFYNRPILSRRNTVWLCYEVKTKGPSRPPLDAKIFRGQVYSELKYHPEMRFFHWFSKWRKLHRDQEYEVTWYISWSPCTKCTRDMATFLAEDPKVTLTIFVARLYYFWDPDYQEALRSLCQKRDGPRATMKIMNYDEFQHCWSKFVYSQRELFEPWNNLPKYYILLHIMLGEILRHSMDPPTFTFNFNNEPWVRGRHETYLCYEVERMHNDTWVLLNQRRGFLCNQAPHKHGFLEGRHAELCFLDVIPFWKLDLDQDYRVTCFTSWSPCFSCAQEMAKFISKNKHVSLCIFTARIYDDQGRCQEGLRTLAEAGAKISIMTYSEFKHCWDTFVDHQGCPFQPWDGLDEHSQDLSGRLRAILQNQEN
mIAP block: inhibitors of mouse IAP, primary screen, biochemical, luminescence, uHTS | AID 2806, 2010 | intestinal alkaline phosphatase [Mus musculus] | purified mouse IAP, CDP-Star luminescence, 30 min | inhibition, % at 10 µM | hit rate 0.2% among 330,000;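 active = inhibition of at least 40% at 10 µM in the primary screen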;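 also: plate controls were DMSO with enzyme for no effect and no enzyme wells for full effect; values of inactives mirror those of a sister screen read the other way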
A3A deaminase: APOBEC3A ssDNA deaminase inhibitors, primary screen, selectivity assay for APOBEC3G inhibitor project, biochemical, FAM/TAMRA oligo cleavage fluorescence; inhibition, % at 20 µM; DNA dC->dU-editing enzyme APOBEC-3A (Homo sapiens), P31941; hit rate 0.41% among 330,000; recombinant A3A, FAM/TAMRA ssDNA deamination fluorescence;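 active = at least 40% inhibition at 20 µM here, with at most 30% in a related deaminase screen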;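 also: plate controls were A3A with DMSO for no effect and wells lacking A3A enzyme for full effect; some results filed as inactive read as strong as hits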
Target sequence (P31941 whole entry, looked up): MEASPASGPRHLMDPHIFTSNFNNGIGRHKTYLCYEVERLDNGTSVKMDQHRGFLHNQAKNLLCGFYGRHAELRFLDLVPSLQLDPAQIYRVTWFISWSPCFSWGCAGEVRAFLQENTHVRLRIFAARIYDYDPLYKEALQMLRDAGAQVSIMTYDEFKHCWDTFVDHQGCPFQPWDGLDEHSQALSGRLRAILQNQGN
mIAP activ: activators of mouse IAP, primary screen, biochemical, luminescence, uHTS; intestinal alkaline phosphatase [Mus musculus]; muIAP, CDP-Star luminescence, 30 min; stronger effect = higher value; 1 = vehicle-only enzyme signal, 0 = enzyme-free wells; activation factor at 10 µM; hit rate 0.24% among 330,000; AID 2805, 2010;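 active = activation factor of at least 2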; also: the source names both 10 and 20 µM as test concentration; values of inactives mirror those of a sister screen read the other way
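Assay system: mouse IAP enzyme; reagent: chemiluminescent substrate CDP-Star; dosing: test compounds delivered from DMSO solution; schedule: 30 min at room temperature; measured by: luminescence from enzymatic CDP-Star hydrolysis; controls: DMSO-only wells and no-enzyme negative control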
tim10-1 inh: growth inhibitors of tim10-1 mutant yeast, primary screen, luminescence, uHTS | S. cerevisiae tim10-1 ts strain growth, BacTiter-Glo, 24 h | inhibition, % at 20 µM | hit rate 2.2% among 330,000;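 active = inhibition of at least 40%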;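 also: mutant grown at 25 °C; 0% = DMSO wells with yeast and 100% = wells holding no yeast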
NALP3 yeast inh: NALP3 inflammasome inhibitors in reconstituted yeast, primary screen, luminescence, uHTS | hit rate 0.39% among 330,000 | Yeast reconstituted NLRP3/ASC/caspase-1, beta-gal luminescence, 24 h | inhibition, % at 10 µM | AID 2825, 2010;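 active = inhibition of 50% or more; inactive = inhibition below 50%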;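 also: plate controls were induced DMSO wells for no effect and uninduced yeast grown without galactose for full effect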
TIM10 inh: growth inhibitors of isogenic TIM10 control yeast, primary screen, counter-screen for tim10-1 yeast inhibitor project, luminescence, uHTS; S. cerevisiae TIM10 strain growth, BacTiter-Glo luminescence, 24 h; hit rate 1.4% among 330,000; inhibition, % at 10 µM;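 active = inhibition of 40% or more at the single tested concentration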;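 also: wild-type TIM10 isogenic control strain grown at permissive 25 °C; 0% = DMSO yeast wells and 100% = minimal medium wells without yeast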
MIN6 prolif: inducers of MIN6 beta-cell proliferation, primary screen, ATP luminescence, uHTS. MIN6 cells proliferation, ATPlite luminescence, 48 h; cells starved in 0.2% serum; 100% = growth in 10% serum. proliferation, % at 10 µM. hit rate 0.29% among 330,000;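 active = compounds whose signal lies at least 3.5 SD above the mean of all wells on their plate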;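 also: 0% = DMSO-treated cells in low-serum medium and 100% = 10% serum control; some compounds called inactive have numbers as strong as hits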
Numbers without * were called inactive.

Every second line gives: hIAP inh | A3G deaminase | mIAP block | A3A deaminase | mIAP activ | tim10-1 inh | NALP3 yeast inh | TIM10 inh | MIN6 prolif
Cc1[nH]ccc(=O)c1OCC(=O)O
→ 4.0 | 5.1 | -2.5 | 2.4 | 1.02 | -4.8 | 9.4 | 6.7 | -0.6
O=C(CCCO)N/N=C/c1cc(Br)ccc1O
→ -58.5 | -6.9 | 4.1 | -1.9 | 0.959 | 26.0 | 23.2 | 3.4 | -1.3
COc1ccccc1OCCn1cc(C#N)c2ccccc21
→ -11.0 | -4.7 | -10.4 | -1.2 | 1.1 | -4.6 | 31.0 | -32.1 | 4.3
Cc1ccc(-n2cc(CNCC3CC(=O)N(C4CC4)C3)c(-c3cccc(C)c3)n2)cc1 (stereo not drawn)
→ 0.8 | -1.9 | -2.7 | 1.8 | 1.03 | 15.3 | 0.7 | 17.1 | -4.6
Cc1c(CN(C)C(=O)CSc2nc(-c3ccco3)cc(C(F)(F)F)n2)cnn1C
→ -7.6 | 0.9 | 8.7 | 3.3 | 0.913 | 21.5 | -7.0 | 1.3 | -4.2
O=C(Cc1ccc(Cl)cc1)OCC(=O)N1CCCCCC1
→ -7.6 | -1.0 | -9.9 | 1.4 | 1.1 | -5.3 | 12.4 | -7.0 | -2.2
CCCn1c(SCc2nc(N)nc(N3CCCCC3)n2)nc2c1c(=O)n(C)c(=O)n2C
→ -1.6 | 0.1 | -1.1 | 0.5 | 1.01 | 14.2 | 8.1 | 13.5 | 2.4
CCOc1ccc(S(=O)(=O)Nc2nc3cc(OC)ccc3s2)cc1
→ -10.0 | -0.5 | 4.1 | 4.5 | 0.959 | -15.2 | 3.4 | -23.9 | -3.3
O=C(N/N=C/c1cccc(C(F)(F)F)c1)C1CCN(c2ncc(C(F)(F)F)cc2Cl)CC1
→ 3.0 | -4.2 | 10.7 | -0.9 | 0.893 | 6.9 | -1.4 | 6.9 | -4.3
CCC(C)N(C(=O)COC(=O)C1CCN(S(=O)(=O)c2ccc(C)c(C)c2)CC1)C1CCS(=O)(=O)C1 (stereo not drawn)
→ -2.3 | -10.4 | -2.6 | 1.4 | 1.03 | -13.6 | 12.5 | -3.3 | -2.8
Cc1ccc(C)c(NC(=O)c2cc(-c3ccccc3O)n[nH]2)c1
→ -72.2 | -0.5 | -35.1 | 0.3 | 1.35 | 11.9 | 20.2 | -2.2 | -0.8
N#Cc1ccccc1Sc1ccccc1C(=O)NCC(c1ccco1)N1CCCCC1 (stereo not drawn)
→ 18.5 | -5.1 | -8.2 | -2.6 | 1.08 | 2.0 | 15.4 | -7.1 | -1.1
CC(=O)c1ccc(NC(=O)Cn2cnc(S(=O)(=O)N3CCC(C)CC3)c2)cc1
→ -10.4 | -0.7 | -6.1 | 0.0 | 1.06 | -0.5 | 0.5 | 8.2 | -4.0
Cc1nn2c(-c3ccc(S(=O)(=O)N4CCN(CCO)CC4)o3)nnc2c2ccccc12
→ 5.6 | -0.4 | 7.7 | -1.2 | 0.923 | 6.5 | -5.6 | 17.0 | 2.8
COc1ccc(NC(=O)CN(C)C(=O)c2cccc(S(=O)(=O)Nc3ccc(F)cc3)c2)cc1
→ -12.7 | -0.4 | -15.1 | 3.0 | 1.15 | -0.2 | 5.7 | 12.3 | 3.6
Cc1ccc2cc(C3CC(c4cccs4)=NN3S(C)(=O)=O)c(Cl)nc2c1 (stereo not drawn)
→ 16.6 | 7.1 | -5.6 | 6.4 | 1.06 | 15.8 | 10.4 | 10.0 | -3.5
COCCOC(=O)C1=C(N)OC2=C(C(=O)CC(C)(C)C2)C1c1ccncc1 (stereo not drawn)
→ 11.1 | -0.6 | 0.0 | 5.1 | 1 | 5.4 | 3.1 | -16.2 | -0.1
CCn1nccc1C(=O)NC1=C(C#N)CCC1
→ 4.0 | -5.4 | -4.9 | -1.8 | 1.05 | -9.9 | 5.1 | -11.1 | -0.6
CC(C)c1ccc(S(=O)(=O)N2CCN(C(=O)C3CCCCC3)CC2)cc1
→ -9.7 | -0.9 | 2.0 | -1.7 | 0.98 | 2.5 | 9.0 | 15.5 | 2.8
Cc1ccc(OCC(=O)c2cc(C)n(C)c2C)c([N+](=O)[O-])n1
→ -6.2 | -7.0 | 3.8 | -0.8 | 0.962 | 19.7 | 15.7 | -2.1 | -1.4

The list continues:
Every second line gives: hIAP inh | A3G deaminase | mIAP block | A3A deaminase | mIAP activ | tim10-1 inh | NALP3 yeast inh | TIM10 inh | MIN6 prolif
COc1ccc([N+](=O)[O-])c(S(=O)(=O)c2ccccc2)n1
→ 16.3 | -3.5 | -1.6 | -1.8 | 1.02 | 49.6* | 33.7 | -16.4 | -4.1
O=C(Nc1ccc(N2CCOCC2)cc1)Nc1ccc2nc(-c3ccco3)c(-c3ccco3)nc2c1
→ 9.8 | 4.4 | 22.9 | 5.5 | 0.771 | 13.9 | 21.0 | 2.4 | -5.7
O=S(=O)(c1cccc2cccnc12)N1CCOCC1
→ 6.0 | -3.8 | -1.3 | -1.7 | 1.01 | 9.3 | 6.2 | -18.1 | -3.1
CC(=O)NC(CSc1cc(C)nc2ccc(Br)cc12)C(=O)O (stereo not drawn)
→ -4.9 | -4.3 | -2.2 | 0.4 | 1.02 | 0.2 | 1.1 | -3.7 | -2.1
COc1ccc(CCN2CC(C(=O)OC(C)C(=O)Nc3cccc(Cl)c3)CC2=O)cc1OC (stereo not drawn)
→ 0.1 | -8.3 | -0.1 | -1.9 | 1 | -10.6 | 18.6 | 3.2 | -2.0
Cc1ccc(CNC(=O)CN(C(=O)C2(C)CC(=O)N=C3C=CC=CN32)c2ccc(F)cc2)cc1 (stereo not drawn)
→ -3.8 | -8.8 | -0.9 | -3.8 | 1.01 | -22.1 | 16.6 | 8.2 | -2.6
Nc1nc(NCCc2ccccc2)nc(NCCO)c1[N+](=O)[O-]
→ 0.7 | -3.7 | 3.0 | -2.9 | 0.97 | 3.1 | 4.7 | 14.1 | 1.4
COc1ccc(Br)cc1-c1nc(C)c(C(C)=O)n1O
→ -14.8 | -2.7 | -14.0 | -4.4 | 1.14 | 16.6 | 3.0 | 7.9 | -3.2
NS(=O)(=O)c1cc(C(=O)NCC2CCCCC2)ccc1Cl
→ 7.0 | -7.9 | 12.7 | -1.5 | 0.873 | 6.9 | 4.4 | -4.9 | 0.3
CCN(CC)c1cc(-c2ccccc2)ncn1
→ -4.3 | -5.7 | 4.6 | 0.2 | 0.954 | -17.5 | 29.5 | -3.3 | 1.0
Cc1ccc(CN2CCc3c(OCC(=O)Nc4cccc(C)c4C)cccc3C2=O)cc1
→ 13.0 | -0.4 | -12.8 | 3.2 | 1.13 | 11.6 | 16.9 | 16.3 | 1.0
O=c1c2ccccc2nc(/C=C/c2ccc([N+](=O)[O-])o2)n1CCCO
→ -4.0 | 2.0 | 2.9 | 7.5 | 0.971 | 86.2* | 16.8 | 58.8* | -3.1
Cc1oc2c(C)c3oc(=O)c(CCC(=O)N[C@@H](CC(C)C)C(=O)O)c(C)c3cc2c1C
→ 1.9 | -1.8 | 2.0 | 1.5 | 0.98 | 10.6 | 14.8 | 13.5 | -1.9
CCOc1ccc(NC(=S)N2CCCC2)cc1
→ -13.1 | -2.9 | -6.9 | -0.3 | 1.07 | -3.9 | 13.9 | 1.1 | -4.0
O=C(O)c1ccccc1C(=O)Nc1ccc(-n2nc(C(F)(F)F)cc2C(F)(F)F)cc1
→ -2.5 | -3.8 | 0.1 | -3.8 | 0.999 | -8.1 | -11.2 | -3.9 | -3.1
O=C(COC(=O)c1cccc(O)c1)Nc1nnc(-c2ccccc2)o1
→ -5.4 | -9.1 | 8.6 | -4.2 | 0.914 | 4.5 | -11.4 | -8.1 | 3.9
O=C(NC(Cc1ccccc1)C(=O)NCc1ccccn1)c1ccco1 (stereo not drawn)
→ 7.7 | -7.7 | 3.6 | -5.3 | 0.964 | 10.1 | 4.1 | -4.7 | -0.9
O=c1c2cnn(-c3ccccc3)c2ncn1CCc1ccccc1
→ -10.1 | -5.9 | -3.0 | -5.9 | 1.03 | -6.1 | 26.7 | 18.6 | 0.0
CC1(C)CC(=O)N(c2cccc(C(F)(F)F)c2)C(=O)C1
→ 0.1 | -5.5 | 11.8 | -2.1 | 0.882 | 5.0 | 4.7 | -3.5 | -3.2
Cc1ccc(CCNC(=O)CCNS(=O)(=O)c2ccc3c(c2)c(=O)n(C)c(=O)n3C)cc1
→ 11.0 | 3.8 | 1.8 | 3.9 | 0.982 | 7.8 | 1.7 | -6.7 | -3.2

Additional results follow:
Every second line gives: hIAP inh | A3G deaminase | mIAP block | A3A deaminase | mIAP activ | tim10-1 inh | NALP3 yeast inh | TIM10 inh | MIN6 prolif
CCC(=O)Nc1nc2nc(-c3ccccc3)cc(-c3ccccc3)n2n1
→ -7.8 | -4.2 | -8.4 | 0.9 | 1.08 | 19.6 | 4.5 | -1.3 | -1.7
COc1ccc(-c2ccc(-c3noc(-c4ccccc4C)n3)c(OC)n2)cc1
→ -2.1 | -2.4 | -1.3 | -2.1 | 1.01 | -4.9 | 11.8 | -3.8 | -2.1
O=C(c1ccc(COc2ccc3ccccc3c2)o1)N1N=C(C(F)F)CC1(O)C(F)F (stereo not drawn)
→ 10.0 | -8.0 | 13.8 | -2.4 | 0.862 | 16.4 | 8.7 | 4.0 | -5.8
Cc1ccnc(SCC(=O)c2cc3ccccc3o2)n1
→ 4.2 | -5.9 | -6.9 | -2.9 | 1.07 | -9.4 | 17.3 | 9.6 | 4.4
O=C(COC(=O)C(O)C(O)C(=O)OCC(=O)c1ccc(C(F)(F)F)cc1)c1ccc(C(F)(F)F)cc1 (stereo not drawn)
→ -34.5 | -5.7 | -3.1 | -0.9 | 1.03 | 7.5 | 8.3 | 8.4 | -1.8
CCSc1nnc(-c2ccccc2SC)o1
→ -3.4 | -7.9 | 1.6 | -2.2 | 0.984 | 4.2 | -4.3 | 7.6 | 1.7
CCCCn1c(Cl)nc2c1c(=O)n(C)c(=O)n2C
→ -3.9 | -5.4 | 9.7 | -3.8 | 0.903 | -9.0 | 8.4 | -8.4 | 4.0
Cc1cccnc1NC(=O)c1ccc([N+](=O)[O-])o1
→ -3.6 | 0.3 | 5.5 | 0.0 | 0.945 | 16.8 | -4.4 | 8.6 | -2.0
COc1ccc(/C=C2\SC(=S)N(NC(=O)c3ccncc3)C2=O)cc1OC
→ -1.5 | -3.6 | 11.7 | -0.7 | 0.883 | 4.6 | 4.8 | -1.9 | -0.1
O=C(CCCCn1c(=O)c2ccccc2n(Cc2ccc(Cl)cc2)c1=O)NCc1ccco1
→ 14.0 | -8.6 | 1.1 | 0.3 | 0.989 | -6.6 | 2.7 | -9.5 | -2.3

Only MIN6 prolif, TIM10 inh and A3A deaminase, for some of the entries so far:
molecule	MIN6 prolif	TIM10 inh	A3A deaminase
CCCCn1c(Cl)nc2c1c(=O)n(C)c(=O)n2C	4.0	-8.4	-3.8
Cc1cccnc1NC(=O)c1ccc([N+](=O)[O-])o1	-2.0	8.6	0.0
